CHO-K1 Ca antag: counter-screen for M1 antagonists: effect in parental CHO-K1 cells; ATP-induced calcium, Fluo-8 fluorescence; inhibition, % at 3 µM; 0.6% of 360,000 active; AID 602250;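 active means inhibition above a per-plate cutoff, the plate's mean sample inhibition plus 3 SD, cut at about 24% in these data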;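 further: 0% = DMSO plus EC80 ATP and 100% = DMSO alone without ATP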
CHO parental Ca: ATP-evoked calcium signal inhibitors, parental CHO, primary screen, counter-screen for OX1R antagonist project, cell-based, fluorescence, Fluo-8 calcium dye; AID 463079, 2010; 0.63% of 330,000 active; inhibition, % at 5.6 µM; parental CHO-K1, ATP-induced calcium, Fluo-8 fluorescence;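 active means inhibition above that plate's mean sample inhibition plus 3 SD, cut at about 26% in these data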;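 further: 0% = ATP-challenged DMSO wells and 100% = DMSO wells without ATP; some compounds past the cut are filed as inactive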
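Test system: parental CHO cells; detection: calcium-sensitive Fluo-8 fluorescence; evaluation: percent inhibition of calcium signal; also added: ATP as calcium-mobilizing challenge; repeats: one well per compound; control set: ATP-challenged DMSO wells low, unchallenged DMSO wells high; compound: single nominal dose of 5.6 µM per compound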
CHRM1 PAM: human M1 muscarinic receptor positive allosteric modulators, primary screen, CHO-K1 cells, Fluo-8 calcium fluorescence, 1536-well; 0.088% of 360,000 active; CHO-K1 hM1, ACh EC20; 0% = ACh EC20, 100% = maximal ACh; AID 588819, 2011; Muscarinic acetylcholine receptor M1 (Homo sapiens), P11229; activation, % at 3 µM; in the data active means activation above about 19%, passing the limit was not always enough
Target sequence (P11229 whole entry, looked up): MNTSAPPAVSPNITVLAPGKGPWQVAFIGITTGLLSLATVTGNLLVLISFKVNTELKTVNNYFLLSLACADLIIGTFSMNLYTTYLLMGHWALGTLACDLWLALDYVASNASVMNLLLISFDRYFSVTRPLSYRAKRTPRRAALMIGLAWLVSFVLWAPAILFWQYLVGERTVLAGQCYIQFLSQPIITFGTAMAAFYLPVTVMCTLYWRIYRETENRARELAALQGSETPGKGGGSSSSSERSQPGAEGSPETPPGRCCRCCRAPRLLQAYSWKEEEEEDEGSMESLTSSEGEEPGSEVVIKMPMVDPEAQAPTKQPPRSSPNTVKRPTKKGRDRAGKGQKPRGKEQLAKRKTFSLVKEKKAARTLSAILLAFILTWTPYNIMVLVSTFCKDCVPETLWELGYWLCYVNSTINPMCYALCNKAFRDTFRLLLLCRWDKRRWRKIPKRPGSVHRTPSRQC
CHO-K1 Ca ag: counter-screen for M1 agonists: effect in parental CHO-K1 cells. Fluo-8 calcium fluorescence; scaled to maximal ATP response, vehicle zero. activation, % at 3 µM. 0.48% of 360,000 active; in the data active means activation above about 15%;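 further: untransfected CHO-K1 host cells lacking M1 receptor as counterscreen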
CHRM1 agonist: human M1 muscarinic receptor agonists, primary screen, Fluo-8 calcium fluorescence, CHO-K1 cells, HTS; Muscarinic acetylcholine receptor M1 (Homo sapiens), P11229; CHO-K1 hM1, agonist mode; 0% DMSO, 100% acetylcholine EC100; activation, % at 3 µM; 0.33% of 360,000 active;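 active means activation above the run's mean compound activation plus 3 SD, cut at about 16% in these data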;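 further: peak over basal fluorescence ratio within a 140 s kinetic read after compound addition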
CHRM4 agonist: human M4 muscarinic receptor agonists, primary screen, CHO-K1 cells, Fluo-8 calcium fluorescence. Muscarinic acetylcholine receptor M4 (Homo sapiens), P08173. AID 624127, 2012. 0.14% of 360,000 active. activation, % at 3 µM. CHO-K1 hM4/Gqi5; vehicle 0%, full acetylcholine response 100%;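 active means activation above the run mean over all test wells plus 3 SD, cut at about 32% in these data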;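 further: peak over basal fluorescence ratio per well then scaled between controls; 0% = DMSO wells and 100% = acetylcholine at EC100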
M1 antag: human M1 muscarinic receptor antagonists, primary screen, CHO-K1 cells, Fluo-8 calcium fluorescence, 1536-well. Muscarinic acetylcholine receptor M1 (Homo sapiens), P11229. CHO-K1 hM1, ACh EC80 antagonist. inhibition, % at 3 µM. 1.3% of 360,000 active;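 active means percent inhibition above its own plate's cutoff, namely the mean of that plate's compound wells plus 3 SD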;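 further: peak over basal fluorescence ratio during 140 s after agonist addition; 0% = ACh EC80 plus DMSO and 100% = DMSO alone without agonist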
M4 antag: human M4 muscarinic receptor antagonists, primary screen, CHO cells, Fluo-8 calcium fluorescence. Muscarinic acetylcholine receptor M4 (Homo sapiens), P08173. CHO-hM4 cells, ACh EC80. inhibition, % at 3 µM. 0.73% of 360,000 active;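 active means inhibition above its plate's cutoff, the mean inhibition of sample wells plus 3 SD, cut at about 27% in these data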;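 further: 0% = acetylcholine EC80 with DMSO and 100% = DMSO without agonist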
OXTR potentiator: human OXTR potentiators, primary screen, fluorescence, CHO-OTR cells, Fluo-8 calcium. 0.061% of 320,000 active. Fluo-8 calcium fluorescence, potentiator mode; 0% = oxytocin EC15, 100% = EC100. activation, % at 3 µM. Oxytocin receptor (Homo sapiens), P30559;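 active means activation above that plate's cutoff, the mean activation of tested compounds plus 3 SD, cut at about 6.6% in these data, passing the limit was not always enough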;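 further: 100% uses oxytocin at 75 nM as the full agonist control; some results filed as inactive read as strong as hits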
Target sequence (P30559 whole entry, looked up): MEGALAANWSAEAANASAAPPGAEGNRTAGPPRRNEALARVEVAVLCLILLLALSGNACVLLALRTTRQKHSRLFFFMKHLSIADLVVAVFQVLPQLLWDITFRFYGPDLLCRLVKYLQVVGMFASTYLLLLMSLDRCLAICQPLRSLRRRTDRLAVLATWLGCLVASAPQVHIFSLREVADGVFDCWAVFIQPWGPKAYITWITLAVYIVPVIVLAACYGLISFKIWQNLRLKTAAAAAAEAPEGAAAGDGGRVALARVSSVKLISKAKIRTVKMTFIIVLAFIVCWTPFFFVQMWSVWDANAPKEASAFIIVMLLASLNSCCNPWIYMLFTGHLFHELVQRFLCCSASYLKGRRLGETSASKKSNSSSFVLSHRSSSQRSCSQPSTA
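Replication – single well per compound, singlicate · Assay system – CHO cell line stably expressing human OTR · Timing – 6 min pre-incubation, 100 s read · Measure – normalized max/min fluorescence ratio, % activation · Doses – 3.0 µM, one dose · Detection – Fluo-8 calcium dye fluorescence · Probe or stimulus – oxytocin near EC15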
An asterisk follows results filed as active; . = not tested or not shown.

SMILES	CHO-K1 Ca antag	CHO parental Ca	CHRM1 PAM	CHO-K1 Ca ag	CHRM1 agonist	CHRM4 agonist	M1 antag	M4 antag	OXTR potentiator
COc1cccc(C2=Cc3ccc(F)cc3C(CC(C)=O)N2c2ccc(-c3cncnc3)cc2)c1 (stereo unspecified)	-9.5	.	.	0.4	.	0.0	.	-1.0	.
O=C(C(=O)c1cccnc1)c1cccnc1	-16.1	0.6	8.5	-0.3	-2.3	0.5	-8.8	7.3	-1.6
Cc1nc2ccc(Nc3ccncc3)cc2s1	-10.7	-6.1	4.9	1.1	-6.1	0.9	-8.9	0.7	-1.2
CC(=O)Nc1c(Cl)cc2c(c1Cl)Cc1ccccc1-2	-6.4	.	3.0	0.2	-4.4	2.0	-7.6	-8.2	.
CSc1ccc(CN2CCN(C(=O)c3ccncc3)CC2)cc1	12.1	-13.8	2.5	-0.1	-6.0	0.4	4.9	0.5	-2.4
CC1CN(Cc2ccccc2)C(=O)N(c2ccccc2)C1=O (stereo unspecified)	-4.9	.	8.8	0.6	-3.5	0.1	-16.4	8.6	.
O=C(N/N=C/c1cccc2ccccc12)c1cccs1	-0.5	.	-6.9	0.2	-0.4	1.4	11.4	6.8	.
O=C(COC(=O)Cc1cn2ccsc2n1)NC12CC3CC(CC(C3)C1)C2	-2.2	-0.8	3.3	-0.4	-1.4	0.5	-5.4	0.5	-0.1
CCC1(C)NC(=O)N(CC(=O)N2CCC(Cc3ccccc3)CC2)C1=O (stereo unspecified)	-3.7	-26.8	7.1	0.6	-4.2	2.6	-5.7	-7.6	1.8
Fc1ccc(OCc2nc(-c3ccc(Br)o3)no2)c(F)c1	-0.5	-3.5	5.2	0.3	-3.0	-1.0	-10.5	-9.8	-2.8
CCSc1nc2ccccc2n1Cc1nc(N)nc(N(C)C)n1	-16.8	-16.5	4.8	0.9	-4.9	1.1	-14.9	10.3	1.5
NC(=O)c1cc(S(=O)(=O)NCCc2ccc(S(N)(=O)=O)cc2)cs1	-2.9	0.3	-7.7	5.8	-0.2	14.3	24.2	16.1	-3.8
CNS(=O)(=O)c1ccc(C(=O)NCC(=O)NCCc2ccc3c(c2)OCCO3)cc1	-6.7	-17.8	2.2	0.1	-3.6	0.3	-1.8	10.3	-7.5
COc1ccc(NC(=O)Nc2nnc(-c3ccncc3)s2)cc1	-2.9	9.1	-6.4	9.5	1.0	9.3	20.4	-7.2	-21.5
COc1ccccc1N1CCN(C(=O)Cn2c(=O)[nH]c3ccsc3c2=O)CC1	-3.9	1.6	4.1	0.1	-2.1	1.0	-5.8	-0.2	-11.4
CCn1ncc(/C=C/C(=O)c2ccccc2)c1C	-6.0	-17.8	5.2	1.1	-1.5	1.2	-3.2	0.5	-4.2
COCCCNS(=O)(=O)c1ccc2[nH]c(=O)[nH]c2c1	6.2	16.6	2.2	11.0	7.0	0.7	1.0	-3.6	-6.2
O=C1C(C=NCCN2CCOCC2)=C(O)c2ccccc21	8.5	-11.6	-1.6	-0.1	-3.0	1.2	-1.1	-9.8	2.7
O=C(NCCc1ccccc1)Nc1ccc(Cl)cc1	-6.4	-9.3	-3.5	7.5	-4.0	6.8	5.5	14.7	-5.9
Cc1c(CNC2CCCC2)c(C(=O)O)c(C)n1Cc1ccccc1	-0.6	6.9	-3.7	0.2	-7.7	0.4	5.5	-0.8	-3.4
Cc1ccc(OCCn2cc(/C=C(\C#N)C(=O)NCC3CCCO3)c3ccccc32)cc1 (stereo unspecified)	8.8	-11.5	-5.5	2.6	-5.5	8.2	6.6	4.6	-8.6
CCOC(=O)C1=C(C)N(C)C(C)=C(C(=O)OCC)C1c1ccc(C(=O)OC)cc1	-24.9	-45.5	-21.6	-1.2	-4.2	-2.4	52.9*	8.0	0.1
O=C(CCNC(=O)C1CCN(S(=O)(=O)c2ccc(F)cc2)CC1)NC1CC1	-9.7	-16.9	7.1	0.2	-1.4	-0.4	-10.1	-2.5	2.8
COc1ccc(-n2nc(C(=O)NCC(=O)NCCCN3CCOCC3)c3ccccc3c2=O)cc1Cl	-16.8	-0.9	-23.6	0.2	-13.6	2.5	19.9	16.1	-6.7
CN(CCc1ccccc1)C(=O)c1ccc(NC(=O)Cc2ccc(NC(=O)C3CCN(C(=O)C4CCCC4)CC3)cc2)cc1	4.2	.	6.9	-0.4	-2.4	0.2	-4.1	11.6	.

As entered above:
CCC1(C)NC(=O)N(CC(=O)N2CCC(Cc3ccccc3)CC2)C1=O (stereo unspecified) in CHO parental Ca has -26.8
O=C(COC(=O)Cc1cn2ccsc2n1)NC12CC3CC(CC(C3)C1)C2 in M4 antag has 0.5

(cont.)
SMILES	CHO-K1 Ca antag	CHO parental Ca	CHRM1 PAM	CHO-K1 Ca ag	CHRM1 agonist	CHRM4 agonist	M1 antag	M4 antag	OXTR potentiator
CCn1cnc2c(Nc3cccc(Cl)c3)nc(C#N)nc21	-11.8	-14.1	-5.5	-0.3	-8.3	0.6	2.0	9.8	2.3
Cc1ccc(C(=O)CSc2nn3c(=O)c(C(C)(C)C)nnc3s2)cc1	-15.2	-30.1	12.8	-0.1	-2.2	2.3	-42.0	9.1	-1.4
CCOC(=O)c1c(C)oc2cc(Br)c(O)c(Br)c12	-0.7	-11.9	7.5	-0.2	-5.4	-0.2	-6.0	-5.1	-2.1
O=C(O)C1C2CCC(O2)C1C(=O)Nc1ccc(O)cc1 (stereo unspecified)	-10.8	-2.5	3.6	0.9	-4.5	1.3	-12.8	-3.4	4.9
CCN(CC)CCn1c2c(c(SCC(=O)Nc3ccccc3Cl)nc1=O)CCCC2	2.4	-16.8	1.6	0.5	-6.0	1.1	-5.1	-4.5	-4.3
OC1(c2ccc(F)cc2)CN(c2ccccc2)C2=[N+]1CCS2 (stereo unspecified)	-7.7	-21.2	5.7	1.7	-8.1	0.9	-8.7	1.8	-6.7
CCOc1ccc(S(=O)(=O)N2CCN(c3ncccn3)CC2)cc1	-1.4	1.8	2.4	0.1	-2.6	1.2	-13.9	2.6	-10.6
CC(C)(C)CNc1cc(N2CCCC2)ccc1[N+](=O)[O-]	2.4	-13.6	5.3	-0.5	-4.2	-1.2	-5.0	7.2	-0.3
O=C(Nc1cccc2nsnc12)c1cccnc1	11.0	-2.0	1.6	0.3	-7.5	0.4	2.2	3.5	-3.1
O=S(=O)(Nc1nccs1)c1ccc(NS(=O)(=O)c2c(F)cc(F)c(Cl)c2F)cc1	-14.7	-0.1	6.0	0.4	-2.1	1.8	-12.9	-9.8	-3.2
CCOC(=O)c1ccc(NC(=O)CSc2nc3c(c(=O)n2-c2ccccc2OC)SCC3)cc1	-14.8	0.4	5.0	0.2	-3.2	-0.6	-11.7	-15.7	-0.9
CC(=O)Nc1ccc(Nc2ncnc3c2cnn3-c2ccc(C)cc2C)cc1	25.8*	-1.5	11.1	-0.1	-3.0	1.8	-6.7	11.3	6.3
COCC(=O)N(C)C[C@H]1N[C@@](C)(C(=O)OC)[C@H]2C(=O)N(C)C(=O)[C@@H]12	-26.2	-11.1	6.0	1.5	-3.4	0.2	-10.2	-8.4	2.3
CCOc1ccc(-n2c(N)c(C(=O)N3CCN(C)CC3)sc2=S)cc1	-4.6	-5.1	12.1	-0.3	-9.9	0.4	-10.2	-3.8	-0.5
COCC(C)n1c(C)cc(C(=O)COC(=O)c2n[nH]c3ccccc23)c1C (stereo unspecified)	-11.9	-8.3	9.4	2.2	3.0	5.6	-12.2	-3.3	-18.9
O=C(Cc1cccs1)Nc1ccc2c(c1)C(=O)OC2	-22.7	4.4	4.6	0.8	-2.9	0.5	-9.5	-3.9	-4.6
COCC1CCCN(C(=O)c2ccc3oc(C(C)C)nc3c2)C1 (stereo unspecified)	-2.5	1.0	6.6	1.2	-4.5	0.8	-6.8	-1.4	-1.3
Cc1ccnc(NC(=O)c2ccccc2[N+](=O)[O-])c1	-1.0	-18.8	5.3	-0.4	-0.8	0.7	-5.5	-3.7	-11.2
O=C(COC(=O)Cc1ccc(Cl)cc1)Nc1c(F)cccc1F	-10.5	-7.1	3.1	0.9	-4.3	1.6	2.1	-7.3	-5.1
O=C(Nc1ccccc1Oc1cccnc1)C1CCCN(Cc2ccccc2O)C1 (stereo unspecified)	-10.4	-24.7	-4.6	1.7	-13.6	2.1	0.8	-15.9	-3.4
COc1cc(C(=O)N2CCN(c3cccc(C)c3C)CC2)ccc1OCC(=O)N1CCOCC1	-18.2	-21.6	10.8	0.7	-7.0	2.0	-10.6	-1.9	0.9
O=C(COc1cccc2ccccc12)Nc1ccc(Cl)cc1C(=O)O	-3.9	-10.2	0.3	2.2	-2.7	3.4	-2.2	10.7	-9.6
Cc1ccc(-n2c(C3CC3c3ccc(Cl)cc3)n[nH]c2=S)cc1 (stereo unspecified)	-7.6	-18.4	3.1	0.0	-5.8	-3.1	-3.1	-5.7	-5.8
CCN(Cc1cc(=O)[nH]c2ccccc12)C(=O)c1ccc(C)cc1	-5.0	-0.2	-8.9	1.3	-5.0	0.3	13.0	3.8	-2.8
CC(C)c1ccc(S(=O)(=O)/N=C2\C=C(NS(=O)(=O)c3ccccc3)C(=O)c3ccccc32)cc1	-14.6	-22.7	4.5	-0.5	-3.6	1.3	-6.0	3.0	-1.7
Cc1ccc(SCCC(=O)Nc2ccccc2C(=O)NC2CCCCC2)cc1	-0.7	-13.5	5.4	0.0	-2.8	-0.4	-5.9	5.8	-0.4
NC(=O)Cc1ccc(C(=O)c2ccc(Cl)cc2)s1	0.7	-12.8	7.4	-0.2	-3.4	0.3	-5.9	-3.2	-4.2
CC(C)(C)OC(=O)N1CCCC(C(=O)Nc2ccc(C(=O)N3CCCCC3)cc2)C1 (stereo unspecified)	-18.3	-20.8	-2.4	0.6	-0.1	3.8	4.8	-6.3	-3.4
COC(=O)c1ccc(C)c(NC(=S)NCc2ccc(Cl)cc2)c1	-1.8	-3.2	-3.4	14.4	13.3	9.8	-0.9	0.6	-10.4
CCOc1ccc(NC(=O)CN(C)C(=O)C2CC(=O)N(CCc3ccc(OC)c(OC)c3)C2)cc1OCC (stereo unspecified)	-9.0	.	3.4	-0.3	-3.9	0.7	5.5	-2.1	.

M1 antag, what is marked active above
SMILES,CHRM1 PAM,CHRM1 agonist,CHRM4 agonist,M1 antag,M4 antag
CCOC(=O)C1=C(C)N(C)C(C)=C(C(=O)OCC)C1c1ccc(C(=O)OC)cc1,-21.6,-4.2,-2.4,52.9*,8.0

Bioassay records deposited in PubChem by The Scripps Research Institute Molecular Screening Center.
